Screens: PubChem BioAssay, several laboratories
LMPTP inh = LMPTP (human) inhibition; actives 0.22% (n = 360,000); P24666; recombinant LMPTP-A, OMFP fluorogenic substrate, fluorescence intensity; inhibition, % at 20 µM; AID 651560;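 active = compounds that cut the enzyme signal by at least half of the control window in the single-dose screen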;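 also: plate controls were DMSO wells with enzyme plus substrate for no effect and substrate without enzyme for full effect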
Target sequence (P24666 whole entry, looked up): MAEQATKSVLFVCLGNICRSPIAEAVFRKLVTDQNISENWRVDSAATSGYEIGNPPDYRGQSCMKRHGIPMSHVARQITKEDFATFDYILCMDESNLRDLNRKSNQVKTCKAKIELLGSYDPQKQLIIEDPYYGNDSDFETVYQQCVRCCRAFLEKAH
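Buffer or medium: Bis-Tris pH 6.0, DTT, detergent; Assay system: LMPTP-A enzyme; Quantity: 0.625 nM enzyme; Detection: endpoint fluorescence intensity; Times: 50 min dark incubation at room temperature; Controls: substrate-only low control, DMSO enzyme-plus-substrate high control; Doses: single 20 µM dose; Read-out: percent inhibition versus substrate-only and uninhibited controls; Reagent: 400 µM OMFP.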
Tb MetRS inh = Trypanosoma brucei MetRS inhibition; purified T. brucei MetRS, ATP depletion, Kinase-Glo luminescence; inhibition, % at 11.9 µM; actives 0.4% (n = 360,000); AID 624268;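 active = inhibition above a per-plate cutoff of the control wells' mean inhibition plus 3 SD, cut at about 5.5% in these data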;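 also: 0% = DMSO wells median and 100% = median of wells with control inhibitor compound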
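Assay system: T. brucei methionyl-tRNA synthetase, purified | Medium: HEPES buffer with MgCl2, KCl, DTT, spermine, BSA, pyrophosphatase | Compound: 11.9 µM single point | Incubation: 15 min enzyme-compound preincubation, 2 h reaction, 10 min detection, 25 °C | Measured by: Kinase-Glo luciferase luminescence reporting remaining unconsumed ATP | Measure: % inhibition normalized to control-well medians | Replication: Singlicate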
NadD block = NadD (S. aureus) enzyme inhibition; purified NadD enzyme, colorimetric absorbance read-out; inhibition, % at 20 µM; actives 0.78% (n = 360,000); in the data active = inhibition above about 26%; also: some compounds past the cut are filed as inactive
Scp-1 inhibitor = Scp-1 (human) phosphatase inhibition | Q9GZU7 | Recombinant Scp1, phosphopeptide, malachite green phosphate absorbance | inhibition, % at 20 µM | actives 0.88% (n = 340,000);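 active = inhibition above about 50% at 20 µM, limit read from the data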;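 also: plate controls were DMSO wells with enzyme for no effect and wells lacking enzyme for full effect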
Target sequence (Q9GZU7 76-261 limits assumed): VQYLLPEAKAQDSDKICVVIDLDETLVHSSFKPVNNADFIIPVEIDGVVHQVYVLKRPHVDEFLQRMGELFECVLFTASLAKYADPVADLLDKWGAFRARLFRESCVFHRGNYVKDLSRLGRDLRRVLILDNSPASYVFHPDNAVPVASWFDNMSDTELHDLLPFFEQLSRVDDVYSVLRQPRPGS
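assay system = SCP-1 phosphatase catalytic domain, residues 76-261 | buffer or medium = 50 mM Tris acetate pH 5.5, 0.005% Tween-20, 10 mM MgCl2 | incubation = enzyme reaction 45 min at room temperature, colour 5 min, stabilisation 30 min | signal = Phosphate-binding colour reagent, absorbance read at 630 nm | measure = % inhibition at 20 µM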
Neddyl block = blocks human cullin neddylation | TR-FRET cullin neddylation, biochemical | calls only at 25 µM | actives 0.58% (n = 360,000); in the data active = inhibition above about 36%
SKN-1 inh = C. elegans SKN-1 inhibition; C. elegans VP596 Pgst-4::GFP/RFP ratio, acrylamide-induced, 24 h; inhibition, % at 21.8 µM; actives 0.49% (n = 360,000);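 active = interference check ratio from 0.5 to 1.5 plus GFP to RFP signal ratio inhibition reaching or exceeding a fixed threshold, cut at about 30% in these data, passing the limit was not always enough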; also: some compounds called inactive have numbers as strong as hits
SUMO1 PPI mod = SUMO1-SIM interaction modulation. inhibition, % at 20 µM. SUMO1 binding to a labelled peptide, TR-FRET, 1 h. actives 0.33% (n = 360,000). P63165; in the data active = inhibition above about 37%
Target sequence (P63165 whole entry, looked up): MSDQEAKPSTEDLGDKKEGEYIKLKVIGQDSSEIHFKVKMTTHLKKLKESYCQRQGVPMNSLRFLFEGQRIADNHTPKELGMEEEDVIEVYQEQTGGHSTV
STEP inh = inhibitors of human striatal-enriched phosphatase STEP; actives 0.25% (n = 360,000); inhibition, % at 20 µM; recombinant STEP, OMFP fluorogenic substrate, fluorescence; P54829;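 active = inhibition at 20 µM, scaled per plate between control wells, above about 37%, limit read from the data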;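 also: 0% = DMSO with enzyme and substrate and 100% = substrate only without enzyme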
Target sequence (P54829 whole entry, looked up): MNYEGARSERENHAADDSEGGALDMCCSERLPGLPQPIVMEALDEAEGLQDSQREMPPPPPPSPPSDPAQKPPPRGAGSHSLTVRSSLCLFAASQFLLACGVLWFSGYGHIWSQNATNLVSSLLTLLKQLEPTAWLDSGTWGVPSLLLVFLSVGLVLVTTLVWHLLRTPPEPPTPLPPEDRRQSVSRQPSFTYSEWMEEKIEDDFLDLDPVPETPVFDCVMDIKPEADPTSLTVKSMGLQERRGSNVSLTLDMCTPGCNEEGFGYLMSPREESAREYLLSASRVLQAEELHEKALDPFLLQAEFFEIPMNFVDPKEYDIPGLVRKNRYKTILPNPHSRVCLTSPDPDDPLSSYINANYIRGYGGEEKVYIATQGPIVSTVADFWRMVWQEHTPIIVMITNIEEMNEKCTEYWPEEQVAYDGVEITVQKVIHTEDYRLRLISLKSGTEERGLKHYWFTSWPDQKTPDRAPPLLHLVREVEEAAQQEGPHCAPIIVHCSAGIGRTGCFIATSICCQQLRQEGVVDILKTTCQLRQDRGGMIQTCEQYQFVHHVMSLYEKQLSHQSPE
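Measure: Control-normalized % inhibition with plate pattern correction | Test system: STEP phosphatase, cell-free reaction | Medium: pH 6.0 Bis-Tris with DTT and Tween 20 | Technique: Fluorescence, 480/540 nm | Times: Reaction 20 min, ambient temperature | Doses: Single compound dose of 20 µM, 1% DMSO final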
DNMT1 inh = blocks human DNA methyltransferase DNMT1. P26358. DNMT1 molecular beacon, Hinp1I cleavage, fluorescence. inhibition (reported as % activation of signal), % at 10 µM. actives 0.83% (n = 360,000). AID 588458; in the data active = inhibition above about 50%
CendR NRP1 mod = modulators of CendR peptide binding to human neuropilin-1; inhibition, % at 25 µM; FAM-RPARPAR peptide binding to NRP-1, fluorescence polarization; actives 0.85% (n = 360,000); AID 602438;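 active = inhibition or corrected inhibition above about 18%, plus a signal ratio from 0.5 to 1.5, limit read from the data, passing the limit was not always enough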; also: strong numbers were not always called active
Active calls of the source: *. The order is random. About 4.6% of those tested had a hit in this group.

Screening COC(=O)C(O)(CC(=O)Nc1cc(OC)c(OC)c(OC)c1)C(F)(F)F (stereo unspecified) returned LMPTP inh -2.9, Tb MetRS inh -1.1, NadD block 4.7, Scp-1 inhibitor -2.2, Neddyl block inactive, SKN-1 inh 11.9, SUMO1 PPI mod -1.3, STEP inh 1.0, DNMT1 inh 4.7 and CendR NRP1 mod 0.1.
For O=C(COC(=O)c1cccc(F)c1)NC(=O)NCc1ccccc1 the results were LMPTP inh 0.7, Tb MetRS inh -0.2, NadD block -6.4, Scp-1 inhibitor -9.7, Neddyl block inactive, SKN-1 inh 7.8, SUMO1 PPI mod -3.2, STEP inh -0.1, DNMT1 inh 2.7 and CendR NRP1 mod 9.6.
Screening Cc1ccc(OCC(O)CN2CCCC2)cc1 (stereo unspecified) returned LMPTP inh 1.0, Tb MetRS inh -0.6, NadD block -8.5, Scp-1 inhibitor -7.3, Neddyl block inactive, SKN-1 inh 10.1, SUMO1 PPI mod 15.1, STEP inh 4.6, DNMT1 inh -0.2 and CendR NRP1 mod -3.1.
For O=[N+]([O-])c1nn(-c2ccccc2)[n+]([O-])c1N1CCN(c2ccccc2F)CC1 the results were LMPTP inh -0.6, Tb MetRS inh -1.3, NadD block 4.1, Scp-1 inhibitor 1.2, Neddyl block inactive, SKN-1 inh -1.9, SUMO1 PPI mod -17.8, STEP inh -1.1, DNMT1 inh 0.0 and CendR NRP1 mod 9.2.
Screening CCc1ccc(-c2cc(C)no2)cc1S(=O)(=O)Nc1ccc(Cl)cn1 returned LMPTP inh 1.1, Tb MetRS inh 0.0, NadD block 0.0, Scp-1 inhibitor 0.6, Neddyl block inactive, SKN-1 inh 3.0, SUMO1 PPI mod 11.3, STEP inh -0.7, DNMT1 inh 0.6 and CendR NRP1 mod 0.4.
For Cc1cc(C)c(-n2nnnc2SC(C)C)c(C)c1 the results were LMPTP inh 0.5, Tb MetRS inh -0.1, NadD block -3.0, Scp-1 inhibitor 1.3, Neddyl block inactive, SKN-1 inh 6.1, SUMO1 PPI mod 2.8, STEP inh -2.0, DNMT1 inh 2.1 and CendR NRP1 mod -7.8.
COc1cccc(/C=C2/C(=O)NN(c3ccc(C)c(C)c3)C2=O)c1 was read as LMPTP inh 1.0, Tb MetRS inh -0.5, NadD block 4.7, Scp-1 inhibitor -2.8, Neddyl block inactive, SKN-1 inh -7.3, SUMO1 PPI mod 21.7, STEP inh 10.9, DNMT1 inh -0.8 and CendR NRP1 mod -27.1.
CCC1Oc2ccc(C)cc2N(CC(=O)NC2CCCCC2)C1=O (stereo unspecified) was read as LMPTP inh 0.3, Tb MetRS inh -0.2, NadD block -2.8, Scp-1 inhibitor -3.8, Neddyl block inactive, SKN-1 inh -9.3, SUMO1 PPI mod 3.5, STEP inh -0.8, DNMT1 inh 1.7 and CendR NRP1 mod 15.6.
`CCc1nnc(NC(=O)c2ccc(-c3ccc(Cl)cc3)o2)s1` gave LMPTP inh 21.3, Tb MetRS inh -1.4, NadD block 15.3, Scp-1 inhibitor -5.9, Neddyl block inactive, SKN-1 inh 10.2, SUMO1 PPI mod 0.6, STEP inh 1.0, DNMT1 inh 68.1* and CendR NRP1 mod 8.4.
`COc1cccc(NC(=O)CN(C)C(=O)c2cc(-c3cccc(Br)c3)nc3ccccc23)c1` gave LMPTP inh 5.4, Tb MetRS inh -0.3, NadD block 6.7, Scp-1 inhibitor -0.1, Neddyl block inactive, SKN-1 inh -3.3, SUMO1 PPI mod -3.1, STEP inh -0.6, DNMT1 inh -7.6 and CendR NRP1 mod -5.1.
For CNc1c(NS(=O)(=O)c2cc(NC(C)=O)ccc2C)c(=O)oc2ccccc12 the results were LMPTP inh -1.7, Tb MetRS inh 0.5, NadD block 1.1, Scp-1 inhibitor -6.4, Neddyl block inactive, SKN-1 inh 8.6, SUMO1 PPI mod -5.9, STEP inh 1.8, DNMT1 inh 0.3 and CendR NRP1 mod 7.1.
c1ccc(-c2nc(N3CCOCC3)sc2-c2ccccc2)cc1 was read as LMPTP inh 2.7, Tb MetRS inh -0.6, NadD block -0.4, Scp-1 inhibitor -2.8, SKN-1 inh 14.9, SUMO1 PPI mod 4.0, STEP inh 2.6, DNMT1 inh 0.4 and CendR NRP1 mod -0.5.
CCCCNC(=O)CN(c1cc(C(F)(F)F)ccc1Cl)S(C)(=O)=O was read as LMPTP inh -3.8, Tb MetRS inh 0.3, NadD block -5.9, Scp-1 inhibitor -8.7, Neddyl block inactive, SKN-1 inh -0.3, SUMO1 PPI mod 3.2, STEP inh -3.1, DNMT1 inh 20.4 and CendR NRP1 mod -8.1.
COc1ccc(-c2cc(NC=O)c3ncc(-c4cccc(C(F)(F)F)c4)n3c2)c(OC)c1 was read as LMPTP inh 3.2, Tb MetRS inh -0.2, NadD block 18.4, Neddyl block inactive, SKN-1 inh -15.4, SUMO1 PPI mod 5.7, STEP inh 1.4, DNMT1 inh -6.1 and CendR NRP1 mod -16.8.
`C/C(=N\NC(=O)CC(C)C)c1c(C(F)(F)F)[nH]n(-c2nc3ccccc3s2)c1=O` gave LMPTP inh 0.8, Tb MetRS inh -1.0, NadD block -6.0, Scp-1 inhibitor -7.4, Neddyl block inactive, SKN-1 inh -20.6, SUMO1 PPI mod 4.2, STEP inh -1.4, DNMT1 inh -0.4 and CendR NRP1 mod 1.2.
For O=C(Nc1ncc(Cc2ccccc2Cl)s1)C1=NCCN1 the results were LMPTP inh -0.3, Tb MetRS inh -0.6, NadD block -1.3, Scp-1 inhibitor -6.6, Neddyl block inactive, SKN-1 inh 15.5, SUMO1 PPI mod -6.7, STEP inh 0.4, DNMT1 inh -1.4 and CendR NRP1 mod -3.1.
`CCOc1ccc(N=Nc2c(=O)[nH]n3c(C)cc(C)nc23)cc1` gave LMPTP inh 13.0, Tb MetRS inh -1.5, NadD block 0.4, Scp-1 inhibitor -2.6, Neddyl block inactive, SKN-1 inh 45.0*, SUMO1 PPI mod -30.5, STEP inh 9.5, DNMT1 inh -0.9 and CendR NRP1 mod -44.8.
`COCCn1c(N)c(N(Cc2ccccc2)C(=O)C(C)Oc2ccc(Br)cc2)c(=O)[nH]c1=O` (stereo unspecified) gave LMPTP inh -1.3, Tb MetRS inh -0.4, NadD block 5.2, Neddyl block inactive, SKN-1 inh -9.2, SUMO1 PPI mod -2.4, STEP inh 0.3, DNMT1 inh 11.5 and CendR NRP1 mod 6.5.
For O=[N+]([O-])c1ccc(CN2C=NS(=O)(=O)c3ccccc32)cc1 the results were LMPTP inh 0.2, Tb MetRS inh -0.5, NadD block 0.7, Scp-1 inhibitor -3.5, Neddyl block inactive, SKN-1 inh 2.9, SUMO1 PPI mod -19.2, STEP inh -2.9, DNMT1 inh -3.8 and CendR NRP1 mod 4.8.
`COc1cc(C(=O)OCC(=O)NC(=O)C2CCCCC2)ccc1OC(F)F` gave LMPTP inh -0.3, Tb MetRS inh -0.8, NadD block -6.6, Scp-1 inhibitor -12.9, Neddyl block inactive, SKN-1 inh 7.8, SUMO1 PPI mod 1.6, STEP inh 1.9, DNMT1 inh -0.6 and CendR NRP1 mod 13.6.
For CCCn1nc(C(=O)Nc2ccc(N3CCOCC3)cc2)c2ccccc2c1=O the results were LMPTP inh 1.0, Tb MetRS inh -0.1, NadD block 3.4, Scp-1 inhibitor -3.4, Neddyl block inactive, SKN-1 inh -2.5, SUMO1 PPI mod 19.1, STEP inh -1.4, DNMT1 inh 11.3 and CendR NRP1 mod -0.8.
Screening Cc1c(NC(=O)NC(C)N2C(=O)C3C4C=CC(C4)C3C2=O)c(=O)n(-c2ccccc2)n1C (stereo unspecified) returned LMPTP inh -1.2, Tb MetRS inh -0.3, NadD block 0.2, Scp-1 inhibitor -1.9, Neddyl block inactive, SKN-1 inh 17.3, SUMO1 PPI mod -0.1, STEP inh -0.6, DNMT1 inh 1.0 and CendR NRP1 mod 6.0.
For Cc1cccc2sc(NC(=O)CSc3nnnn3C)nc12 the results were LMPTP inh 0.4, Tb MetRS inh -0.3, NadD block -3.5, Scp-1 inhibitor -2.2, Neddyl block inactive, SKN-1 inh 9.0, SUMO1 PPI mod 5.8, STEP inh 4.1, DNMT1 inh -0.1 and CendR NRP1 mod 1.1.
Screening CCOC(=O)c1c(S(=O)(=O)NCc2ccco2)c(C)n(C)c1C returned LMPTP inh -1.4, Tb MetRS inh 0.0, NadD block 3.9, Scp-1 inhibitor -5.7, Neddyl block inactive, SKN-1 inh 7.1, SUMO1 PPI mod -3.6, STEP inh -1.4, DNMT1 inh 0.9 and CendR NRP1 mod 5.8.
For CC1C(=O)N2CCCc3cc(NC(=O)C(=O)NCc4ccccn4)cc1c32 (stereo unspecified) the results were LMPTP inh -0.1, Tb MetRS inh -0.4, NadD block 2.6, Scp-1 inhibitor 1.0, Neddyl block inactive, SKN-1 inh -0.4, SUMO1 PPI mod 2.9, STEP inh -0.6, DNMT1 inh 1.2 and CendR NRP1 mod -10.4.
For CCN(CC)S(=O)(=O)c1cc(NC(=O)C(C)N(C)CC(=O)Nc2c(C)cccc2C)ccc1C (stereo unspecified) the results were LMPTP inh -0.5, Tb MetRS inh -1.0, NadD block 4.2, Scp-1 inhibitor 5.6, Neddyl block inactive, SKN-1 inh 0.9, SUMO1 PPI mod -5.4, STEP inh -1.8, DNMT1 inh 2.7 and CendR NRP1 mod 13.5.
Screening CCSc1n[nH]c2nc3c(c(=O)n12)C1(CCCCC1)Cc1ccccc1-3 returned LMPTP inh 0.6, Tb MetRS inh 2.5, NadD block 8.1, Scp-1 inhibitor -12.6, SKN-1 inh -1.2, SUMO1 PPI mod 9.2, STEP inh 3.8, DNMT1 inh 1.3 and CendR NRP1 mod 10.3.
CCn1c(=O)c(C(=O)CN2CCc3ccccc32)c(N)n(Cc2ccccc2)c1=O was read as LMPTP inh 1.6, Tb MetRS inh 1.1, NadD block 27.8, Scp-1 inhibitor -3.2, Neddyl block inactive, SKN-1 inh 29.2, SUMO1 PPI mod -5.8, STEP inh 0.5, DNMT1 inh -17.4 and CendR NRP1 mod -11.0.

Pulled by structure from the list above, 2 records:
For CCCn1nc(C(=O)Nc2ccc(N3CCOCC3)cc2)c2ccccc2c1=O the results were LMPTP inh 1.0, Tb MetRS inh -0.1, NadD block 3.4, Scp-1 inhibitor -3.4, Neddyl block inactive, SKN-1 inh -2.5, SUMO1 PPI mod 19.1, STEP inh -1.4, DNMT1 inh 11.3 and CendR NRP1 mod -0.8.
Screening Cc1c(NC(=O)NC(C)N2C(=O)C3C4C=CC(C4)C3C2=O)c(=O)n(-c2ccccc2)n1C (stereo unspecified) returned LMPTP inh -1.2, Tb MetRS inh -0.3, NadD block 0.2, Scp-1 inhibitor -1.9, Neddyl block inactive, SKN-1 inh 17.3, SUMO1 PPI mod -0.1, STEP inh -0.6, DNMT1 inh 1.0 and CendR NRP1 mod 6.0.
